Bioassay records deposited in PubChem BioAssay by several laboratories.
M17LAP inhibition: P. falciparum M17LAP inhibitors, primary screen, biochemical, fluorogenic H-Leu-NHMec substrate, 1536-well (AID 1619) | Leucine aminopeptidase (Plasmodium falciparum (isolate 3D7)) | recombinant M17LAP, H-Leu-NHMec fluorogenic kinetic assay; higher % means a stronger effect | inhibition, % at 30 µM; hits with a dose series show IC50 in µM | 220,000 compounds, 0.38% hits;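 active = compound inhibiting the enzyme by more than half at any dose during confirmatory dose-response retesting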;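 note: plate controls were full reaction with DMSO carrier for no effect and no enzyme background for full effect; strong numbers were not always called active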
P. falciparum M1AAP: P. falciparum M1AAP inhibitors, biochemical, fluorogenic H-Leu-NHMec substrate, 1536-well (AID 1445). 220,000 compounds, 0.42% hits. inhibition, % at 30 µM; hits with a dose series show IC50 in µM. Aminopeptidase N (Plasmodium falciparum (isolate 3D7)). recombinant M1AAP, H-Leu-NHMec fluorogenic kinetic assay; higher % means a stronger effect;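 active = primary inhibition above the hit cutoff, then over 50% inhibition at one or more dose response concentrations, cut at about 23% in these data, passing the limit was not always enough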;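 note: plate controls were DMSO full reaction for no effect and no enzyme background for full effect; strong numbers were not always called active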
MT stabilizer: microtubule stabilizers in HeLa cells, primary screen, imaging, high-content imaging; HeLa tubulin immunostaining HCS, 24 h; share of cells brighter than vehicle mean+2SD; % tubulin-high responders, % at 10 µM; 200,000 compounds, 0.83% hits;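 active = plate Z-score above 3 for both tubulin-high and condensed-nucleus cell shares, with cell loss under 80%, at 10 µM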;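 note: anti alpha tubulin signal scored within the nucleus-defined area of each cell; some results filed as inactive read as strong as hits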
T cell HTS: modulators of CD8 T cell-vesicle binding, primary screen, mouse 2C CD8+ T cells, flow cytometry. 2C CD8+ T cell-vesicle binding; hits give low values. calls only at 7 µM. 330,000 compounds, 0.068% hits. AID 2052, 2009;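 active = response, share of CD8 T cells binding vesicles, and their 90th percentile fluorescence all below set limits, cut at about 80% in these data, passing the limit was not always enough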
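incubation = binding step 1.5 h, 37 °C, antibody labelling 20 min, ice | test system = 2C mouse CD8+ T cells | read-out basis = percent CD8+ FL2 mean versus row control | controls = Peptide-free naked vesicles (low) and QL9 vesicles with 0.7% DMSO vehicle (high) | detection = flow cytometry of vesicle-bound cells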
Dynein transport: inhibitors of GR-EGFP nuclear translocation, primary screen, dynein cargo transport inhibitor project, imaging, high-content, 3617.4 mouse cells. test concentration mostly 20 µM; stimulated with dexamethasone, 1 µM; hits give low values. AID 1381, 2008. z-score, hits read low. 220,000 compounds, 0.47% hits;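 active = plate z-score of nuclear minus cytoplasmic receptor signal below a set negative limit, without overly bright fluorescence or cell loss, cut at about -3.5 in these data, passing the limit was not always enough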;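 note: z-score of nuclear minus cytoplasmic ring GR-EGFP intensity difference per well; some compounds called inactive have numbers as strong as hits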
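Also added: dexamethasone, 1.0 µM final. Medium: tet-free, stripped-serum medium. Detection: fixed, Hoechst-stained cells imaged at 10x for EGFP. Read-out: nuclear-to-cytoplasmic GR-EGFP distribution per well. Times: induction 48 h, compound 1 h, agonist 30 min.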
WT yeast gro inh: growth inhibition of WT strain, primary screen, mitochondrial fusion inhibitor project, WT and mutant strains, chemical genetic; mitochondrial fusion phenotypic screen; inhibition, % at 10 µM; 190,000 compounds, 2.1% hits; AID 1362, 2008; in the data active = inhibition above about 58%; tested in S. cerevisiae
bCat nuc transl: modulators of beta-catenin nuclear translocation, primary screen, imaging, HeLa cells, immunofluorescence, high-content; nuclear translocation activity, % at 5 µM; 190,000 compounds, 0.3% hits; AID 1665, 2009;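 active = nuclear translocation activity above 50% at 5 µM, with a well cell count of 50 or more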;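 note: per-cell ratio of nuclear to cytoplasmic median beta-catenin stain intensity; plate controls were DMSO negative control for no effect and GSK-3 inhibitor IX positive control for full effect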
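Technique: fluorescence imaging of beta-catenin antibody stain plus DAPI / Material: human HeLa cell line / Incubation: compound treatment 24 h, 37°C, 5% CO2 / Read-out basis: % activation of per-cell nuclear versus cytoplasmic median beta-catenin signal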
Autophagy mod: autophagy modulators in MEF cells, primary screen, imaging, high-content, MEF GFP-LC3 | MEF GFP-LC3 puncta imaging; test concentration mostly 10 µM | calls only at 10 µM (by protocol) | 190,000 compounds, 0.98% hits;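 active = percentage of spot-positive cells more than 3 SD above its plate mean, without a fluorescence outlier flag or 80% toxicity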;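 note: spot-positive cell cutoff set from DMSO-treated cells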
Yfh1-depleted yeast: enhancers of respiration in Yfh1-depleted yeast, dose response, Friedreich's ataxia, plus single-dose screen (AID 1465) | one-dose fold induction at 50 µM; EC50 in µM for titrated hits | S. cerevisiae Yfh1-off respiration, WST-1 reduction, 72 h; higher fold induction means a stronger effect | 220,000 compounds, 0.074% hits;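 active = fold induction of absorbance versus untreated yeast above a set limit, then at least 30% activation at any dose in follow-up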;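 note: activators that raise dye reduction in frataxin-depleted yeast; strong numbers were not always called active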
WT yeast gro inh mutant strain: also measured in WT yeast gro inh; calls as there; inhibition, %; mitochondrial fusion phenotypic screen, mutant strain inhibition
Dynein transport cytoplasmic EGFP: second read-out of Dynein transport, no call of its own (marks repeat the call); z-score; measured here: cytoplasmic GR-EGFP intensity; hits give high values
Dynein transport nuclear GR-EGFP: recorded beside Dynein transport, whose call it bears; z-score; measured here: nuclear GR-EGFP intensity;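 lower value marks the stronger effect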
Dynein transport cell count: recorded beside Dynein transport, whose call it bears; z-score; measured here: cell count per field
bCat nuc transl cell count 5 µM: recorded beside bCat nuc transl, whose call it bears; cell count; measured here: cell count, cytotoxicity flag
T cell HTS vesicle-bound %: recorded beside T cell HTS, whose call it bears; double positive events, %; measured here: CD8+ vesicle-bound cell fraction;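 binding gate set so that unloaded-vesicle control wells show 10% double positive cells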
MT stabilizer Hoechst-high %: recorded beside MT stabilizer, whose call it bears; % Hoechst-high responders; measured here: nuclear condensation Hoechst responders;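 share of cells brighter than vehicle mean plus two SD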
MT stabilizer cytotoxicity %: recorded beside MT stabilizer, whose call it bears; toxicity, %; measured here: cytotoxicity by cell density;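 0% = mean cell density of plate MIN control wells and 100% = no cells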
Autophagy mod cell loss 18 h: recorded beside Autophagy mod, whose call it bears; toxicity, %; measured here: cell loss, nuclei count;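 cell loss after 18 h compound exposure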
* = called active by the depositor. Compounds as they come. About 4.4% of those tested had a hit in this group.

Screening COc1cc(C2NC(=O)NC(c3ccccc3)=C2C(C)=O)cc(Cl)c1OCC(=O)O (stereo unspecified) returned M17LAP inhibition 24%, P. falciparum M1AAP 11%, MT stabilizer 2.2, T cell HTS inactive, Dynein transport -0.6, WT yeast gro inh -1, bCat nuc transl 0.7, Autophagy mod inactive, Yfh1-depleted yeast inactive, WT yeast gro inh mutant strain 16, Dynein transport cytoplasmic EGFP -0.21, Dynein transport nuclear GR-EGFP -0.62, Dynein transport cell count 0.034, bCat nuc transl cell count 5 µM 1068, T cell HTS vesicle-bound % 16, MT stabilizer Hoechst-high % 1.5, MT stabilizer cytotoxicity % 4.9 and Autophagy mod cell loss 18 h -7.
For CC(=O)N1CCC(N(CCN2CCOCC2)C(=S)Nc2cc(C)ccc2C)CC1 the results were M17LAP inhibition -3%, P. falciparum M1AAP -1%, MT stabilizer 3.2, T cell HTS inactive, Dynein transport 1.1, WT yeast gro inh 0, bCat nuc transl -0.2, Autophagy mod inactive, Yfh1-depleted yeast inactive, WT yeast gro inh mutant strain 4, Dynein transport cytoplasmic EGFP -0.2, Dynein transport nuclear GR-EGFP 0.62, Dynein transport cell count -0.57, bCat nuc transl cell count 5 µM 1112, T cell HTS vesicle-bound % 29, MT stabilizer Hoechst-high % 1.8, MT stabilizer cytotoxicity % 5.0 and Autophagy mod cell loss 18 h -1.
`CCn1ncc(/C=N\NC(=O)Cc2ccc([N+](=O)[O-])cc2)c1C` gave M17LAP inhibition -1%, P. falciparum M1AAP 5%, MT stabilizer 1.2, T cell HTS inactive, Dynein transport -0.45, WT yeast gro inh 0, Autophagy mod inactive, Yfh1-depleted yeast inactive, WT yeast gro inh mutant strain -24, Dynein transport cytoplasmic EGFP -0.24, Dynein transport nuclear GR-EGFP -0.57, Dynein transport cell count 1.2, T cell HTS vesicle-bound % 49, MT stabilizer Hoechst-high % 1.5, MT stabilizer cytotoxicity % 2.3 and Autophagy mod cell loss 18 h 7.
`CCn1c(=N)n(CC(O)c2ccco2)c2ccccc21` (stereo unspecified) gave M17LAP inhibition 0%, P. falciparum M1AAP 5%, MT stabilizer 2.3, T cell HTS inactive, Dynein transport 0.35, WT yeast gro inh 9, bCat nuc transl 1.0, Autophagy mod inactive, Yfh1-depleted yeast inactive, WT yeast gro inh mutant strain 14, Dynein transport cytoplasmic EGFP 0.51, Dynein transport nuclear GR-EGFP 0.68, Dynein transport cell count 2.3, bCat nuc transl cell count 5 µM 1049, T cell HTS vesicle-bound % 36, MT stabilizer Hoechst-high % 1.5, MT stabilizer cytotoxicity % 9.7 and Autophagy mod cell loss 18 h -6.
For CCOC(=O)c1c(CN2CCN(C)CC2)oc2ccc(O)cc12 the results were M17LAP inhibition 5%, P. falciparum M1AAP -3%, MT stabilizer 1.9, T cell HTS inactive, Dynein transport -0.5, WT yeast gro inh 32, bCat nuc transl -6.1, Autophagy mod inactive, Yfh1-depleted yeast inactive, WT yeast gro inh mutant strain 0, Dynein transport cytoplasmic EGFP -0.17, Dynein transport nuclear GR-EGFP -0.32, Dynein transport cell count 0.95, bCat nuc transl cell count 5 µM 884, T cell HTS vesicle-bound % 32, MT stabilizer Hoechst-high % 1.1, MT stabilizer cytotoxicity % 7.4 and Autophagy mod cell loss 18 h 40.
Screening CCOC(=O)c1sc2nc(COC(=O)c3c(F)cccc3F)[nH]c(=O)c2c1C returned M17LAP inhibition -3%, P. falciparum M1AAP 2%, MT stabilizer 1.4, T cell HTS inactive, Dynein transport 0.45, WT yeast gro inh 11, bCat nuc transl 1.5, Autophagy mod inactive, Yfh1-depleted yeast inactive, WT yeast gro inh mutant strain -6, Dynein transport cytoplasmic EGFP -0.23, Dynein transport nuclear GR-EGFP -0.12, Dynein transport cell count 0.44, bCat nuc transl cell count 5 µM 987, T cell HTS vesicle-bound % 41, MT stabilizer Hoechst-high % 2.1, MT stabilizer cytotoxicity % 5.3 and Autophagy mod cell loss 18 h 8.
For O=C(NCCNS(=O)(=O)c1ccc(C(F)(F)F)cc1)N1CCOCC1 the results were M17LAP inhibition 1%, P. falciparum M1AAP -5%, T cell HTS inactive, Dynein transport -1.4, bCat nuc transl 1.2, Yfh1-depleted yeast inactive, Dynein transport cytoplasmic EGFP 1.4, Dynein transport nuclear GR-EGFP -0.31, Dynein transport cell count 0.82, bCat nuc transl cell count 5 µM 1338 and T cell HTS vesicle-bound % 38.
CC(C)N1C(=O)CCC1C(=O)NCCc1ccc(Cl)cc1 (stereo unspecified) was read as M17LAP inhibition 15%, P. falciparum M1AAP -4%, MT stabilizer 3.4, T cell HTS inactive, Dynein transport 1.6, WT yeast gro inh 7, bCat nuc transl -0.4, Autophagy mod inactive, WT yeast gro inh mutant strain 4, Dynein transport cytoplasmic EGFP 0.28, Dynein transport nuclear GR-EGFP 1.9, Dynein transport cell count -0.87, bCat nuc transl cell count 5 µM 499, T cell HTS vesicle-bound % 41, MT stabilizer Hoechst-high % 1.3, MT stabilizer cytotoxicity % 8.2 and Autophagy mod cell loss 18 h 13.
For CC1=NC(C#N)=C(C#N)NC(C)(C)C1 the results were M17LAP inhibition 17%, P. falciparum M1AAP 2%, MT stabilizer 1.7, T cell HTS inactive, Dynein transport -0.88, WT yeast gro inh 0, bCat nuc transl -2.0, Autophagy mod inactive, Yfh1-depleted yeast inactive, WT yeast gro inh mutant strain 17, Dynein transport cytoplasmic EGFP -0.22, Dynein transport nuclear GR-EGFP -0.75, Dynein transport cell count 1.4, bCat nuc transl cell count 5 µM 1107, T cell HTS vesicle-bound % 60, MT stabilizer Hoechst-high % 1.4, MT stabilizer cytotoxicity % 4.6 and Autophagy mod cell loss 18 h 9.
For Cn1cc(S(=O)(=O)NCCc2ccccc2)c(=O)n(C)c1=O the results were M17LAP inhibition 4%, P. falciparum M1AAP -3%, T cell HTS inactive, Dynein transport -1, bCat nuc transl -1.1, Yfh1-depleted yeast inactive, Dynein transport cytoplasmic EGFP -0.28, Dynein transport nuclear GR-EGFP 0.11, Dynein transport cell count 0.24, bCat nuc transl cell count 5 µM 1296 and T cell HTS vesicle-bound % 43.
COc1ccc(CNC(=O)c2ccccc2[N+](=O)[O-])cc1 was read as M17LAP inhibition -3%, P. falciparum M1AAP 1%, MT stabilizer 1.2, T cell HTS inactive, Dynein transport -0.12, WT yeast gro inh 8, bCat nuc transl 1.3, Autophagy mod inactive, Yfh1-depleted yeast inactive, WT yeast gro inh mutant strain -10, Dynein transport cytoplasmic EGFP -0.22, Dynein transport nuclear GR-EGFP -0.19, Dynein transport cell count 0.47, bCat nuc transl cell count 5 µM 1392, T cell HTS vesicle-bound % 37, MT stabilizer Hoechst-high % 1.9, MT stabilizer cytotoxicity % 6.6 and Autophagy mod cell loss 18 h 0.
For CCOC(=O)c1c(C)n(C)c2ccc(OC)c(NC(=O)CCN3CCSCC3)c12 the results were M17LAP inhibition 23%, P. falciparum M1AAP 16%, MT stabilizer 1.5, T cell HTS inactive, Dynein transport -0.67, WT yeast gro inh -1, Autophagy mod inactive, Yfh1-depleted yeast inactive, WT yeast gro inh mutant strain 9, Dynein transport cytoplasmic EGFP -0.084, Dynein transport nuclear GR-EGFP -0.038, Dynein transport cell count 0.86, T cell HTS vesicle-bound % 18, MT stabilizer Hoechst-high % 0.5, MT stabilizer cytotoxicity % 3.9 and Autophagy mod cell loss 18 h -6.
CN1CCc2nc(NC(=O)c3cccc(S(=O)(=O)N4CCc5ccccc54)c3)sc2C1 was read as M17LAP inhibition 2%, P. falciparum M1AAP 5%, MT stabilizer 5.8, T cell HTS inactive, Dynein transport 1.1, WT yeast gro inh 8, bCat nuc transl -5.1, Autophagy mod inactive, Yfh1-depleted yeast inactive, WT yeast gro inh mutant strain 12, Dynein transport cytoplasmic EGFP 0.076, Dynein transport nuclear GR-EGFP -0.068, Dynein transport cell count -1.6, bCat nuc transl cell count 5 µM 1178, T cell HTS vesicle-bound % 24, MT stabilizer Hoechst-high % 2.5, MT stabilizer cytotoxicity % 2.3 and Autophagy mod cell loss 18 h 6.
